SUMO Mot1 rescue: inhibitors of SUMOylation pathway: yeast Mot1-301 growth rescue | S. cerevisiae Mot1-301 growth rescue, ATP luminescence, 38.5C; percent above DMSO median, 100 means doubled | growth rescue, % at 18.8 µM | actives 1% (n = 320,000);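 active = every valid replicate shows activation above 250% relative to neutral control wells; inactive = the rest, any valid replicate at or below 250%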;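 also: OY570 slx delta 5 strain wells were the positive control but not used for scaling; some compounds called inactive have numbers as strong as hits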
SR-BI uptake up: SR-BI HDL lipid transfer activation; CHO ldlA[mSR-BI] cells, DiI-HDL uptake fluorescence, 3 h; 100 = double the neutral-control signal; actives 0.096% (n = 320,000); activation, % at 12.5 µM;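 active = mean replicate activation of at least 60% and every replicate at or above 60%; inconclusive = mean or all-replicate condition met, but not both; inactive = mean below 60% and not all replicates reaching 60%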;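 also: 0% = median plate neutral-control signal and 100% = twice that signal; values of inactives mirror those of a sister screen read the other way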
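Material – SR-BI-overexpressing, LDLR-lacking CHO cells · Medium – BSA-supplemented, HEPES-buffered Ham's F12, pH 7.4 · Doses – single concentration · Times – compound with DiI-HDL co-incubation, 3 h at 37 °C · Measured by – bottom-read fluorescence, 550/595 nm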
CDK5 inh: blocks human CDK5/p35 kinase activity; actives 0.01% (n = 330,000); inhibition, % at 10 µM; Recombinant CDK5/p35, ADP-Glo luminescence, 60 min; AID 488839;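 active = highest replicate inhibition of at least 50% and at least 75% of replicates reaching 50%; inconclusive = only one of the two criteria met; inactive = both criteria failed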;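 also: plate controls were DMSO neutral control for no effect and GW8510 at 10 µM for full effect; many of its hits are not listed in these tables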
Pemphigus Ab inh: inhibitors of pemphigus antibody binding to human desmoglein-3 | P32926 | DSG3-coupled beads, scFv-anti-DSG3-GFP binding, flow cytometry; stronger effect = lower value | binding (percent of control), % at 10 µM | actives 0.48% (n = 310,000);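 active = binding more than 3 SD below its plate's average and above zero; inconclusive = below that plate limit but binding exactly zero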;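 also: hits lower antibody fragment binding to DSG3; some compounds called inactive have numbers as strong as hits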
SR-BI HDL uptake: blocks mouse SR-BI lipid uptake from DiI-HDL; Q61009; ldlA[mSR-BI] CHO cells, DiI-HDL uptake fluorescence, 3 h; inhibition, % at 12.5 µM; actives 0.96% (n = 320,000);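 active = mean replicate inhibition of at least 70% and a set share of replicates each scoring 70 or more; inconclusive = meets just one of the two criteria; inactive = fails both criteria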;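 also: 0% = median of neutral control wells and 100% = median of positive control wells; values of inactives mirror those of a sister screen read the other way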
Target sequence (Q61009 whole entry, looked up): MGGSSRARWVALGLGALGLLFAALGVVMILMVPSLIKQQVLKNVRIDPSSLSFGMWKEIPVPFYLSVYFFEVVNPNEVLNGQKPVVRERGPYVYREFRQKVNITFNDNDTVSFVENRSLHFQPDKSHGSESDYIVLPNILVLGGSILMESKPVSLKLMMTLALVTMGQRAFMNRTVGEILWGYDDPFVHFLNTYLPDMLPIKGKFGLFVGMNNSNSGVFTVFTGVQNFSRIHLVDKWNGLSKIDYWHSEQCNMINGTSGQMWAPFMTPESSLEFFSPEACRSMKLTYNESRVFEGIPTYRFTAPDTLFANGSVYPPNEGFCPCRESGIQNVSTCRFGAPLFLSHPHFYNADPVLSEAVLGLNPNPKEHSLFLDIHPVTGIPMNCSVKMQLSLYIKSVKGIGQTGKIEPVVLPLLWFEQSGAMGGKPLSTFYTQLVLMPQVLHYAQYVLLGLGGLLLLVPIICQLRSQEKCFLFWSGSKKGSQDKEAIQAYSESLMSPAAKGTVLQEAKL
PKA-R1A activ: activates the PKA-R1A holoenzyme complex; AID 504707; activation, % at 11.4 µM; P00514+P68181; PKA-R1A dissociation, Cy5-IP20 fluorescence polarization; scaled: DMSO 0%, 113 µM cGMP 100%; actives 0.083% (n = 340,000);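 active = percent activation above the mean of all tested compounds plus 3 SD, cut at about 19% in these data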;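 also: higher means more PKAc released from R1A so a rise in polarization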
NSD2 HMT inh: NSD2 (human) methyltransferase inhibition; O96028; NSD2 peptide methylation, AlphaScreen, 120 min; inhibition, % at 12.5 µM; actives 0.54% (n = 310,000); in the data active = inhibition above about 50%
MITF act: increases MITF-driven TRPM1 promoter luciferase signal. SK-MEL-5 TRPM1-promoter luciferase, 24 h; % of positive control, neutral wells = 0. activation, % at 12.5 µM. actives 0.75% (n = 300,000);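 active = mean activation of at least 80% with every replicate also reaching 80%; inconclusive = mean reaches 80% but some replicate falls short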;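 also: 0% = neutral control wells and 100% = parthenolide positive control wells; values of inactives mirror those of a sister screen read the other way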
dFosB activator: mouse delta FosB homodimer activation; purified delta FosB, TAMRA-CDK5 oligo fluorescence polarization; percent of positive-control signal above neutral wells; actives 0.99% (n = 340,000); activation, % at 25 µM; AID 493131;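 active = mean activation above about 17%, with every replicate also reaching it, limit read from the data, passing the limit was not always enough; inconclusive = only one of the two conditions met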;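 also: fluorescence polarization rise as delta FosB binds a TAMRA Cdk5 AP-1 oligo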
Target sequence (P13346 whole entry, looked up): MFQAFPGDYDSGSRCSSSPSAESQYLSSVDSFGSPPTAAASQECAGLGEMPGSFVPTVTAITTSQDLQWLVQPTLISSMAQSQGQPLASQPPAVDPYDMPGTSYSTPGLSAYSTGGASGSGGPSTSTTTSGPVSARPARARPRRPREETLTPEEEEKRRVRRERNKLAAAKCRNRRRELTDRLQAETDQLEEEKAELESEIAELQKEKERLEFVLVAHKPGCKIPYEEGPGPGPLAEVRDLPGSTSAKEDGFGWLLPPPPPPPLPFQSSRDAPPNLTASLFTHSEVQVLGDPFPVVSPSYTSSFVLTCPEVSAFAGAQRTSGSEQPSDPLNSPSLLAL
PKA-R2B act: activators of human PKA-R2B complex; AID 504700; P22694+P31323; activation, % at 11.4 µM; PKA-R2B holoenzyme dissociation, Cy5-IP20 fluorescence polarization; R2B truncated from residue 108, S112A mutant; 0% DMSO only, 100% 113 µM cGMP; actives 0.079% (n = 340,000);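 active = activation above a cutoff set at the mean over all compounds plus 3 SD, cut at about 18% in these data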;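 also: higher means more holoenzyme dissociation and a rise in polarization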
Arrestin-AP2 inh: human beta-arrestin and AP2 interaction inhibition. FITC-arrestin peptide / GST-AP2 beads, flow cytometry; AP2 beta2 appendage carries R879A mutation. inhibition, % at 10 µM. actives 0.31% (n = 340,000);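 active = inhibition above a set limit, near 3 SD of compounds lacking own fluorescence, cut at about 54% in these data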;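 also: plate controls were DMSO wells for no effect and 5 µM unlabelled arrestin peptide for full effect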
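Material – AP2 appendage R879A on GSH beads · Buffer or medium – PBS with 0.05% Tween 20 and 0.1% BSA · Probe or stimulus – fluorescein-tagged arrestin peptide at 50 nM final · Incubation – compound with beads 12 min RT, then probe 1 h RT · Detection – high-throughput flow cytometry of beads, ex 488, em 535 nm · Evaluation – percent response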
The depositor's hits bear a star; ? = inconclusive; . = not tested or not shown.

SMILES	SUMO Mot1 rescue	SR-BI uptake up	CDK5 inh	Pemphigus Ab inh	SR-BI HDL uptake	PKA-R1A activ	NSD2 HMT inh	MITF act	dFosB activator	PKA-R2B act	Arrestin-AP2 inh
Cc1cc(C)c2c(n1)nn1c(C3CC3)cc(C(F)(F)F)nc21	-15	16	-0.9	105	-16	-3	1	3	-10	-8	6
Cc1c(-c2ccccc2)nc2ccccc2c1C(=O)Oc1ccc([N+](=O)[O-])cc1	8	-88	-1.8	.	88*	-3	0	.	-7	4	-11
O=C(O)c1cccc(NC(=S)N/N=C/c2ccccn2)c1	-7	3	-1.6	95	-3	-5	-5	-62	1	-9	-6
CCc1ccc(CN(C)C(=O)c2ccc3c(=O)n4c(nc3c2)CCC4)cc1	-16	6	1.3	105	-6	-3	-1	21	-9	5	0
CCOC(=O)CN1C(=O)COc2ccc(C(C)(C)C)cc21	16	-2	-1.2	100	2	-8	1	-1	-8	-5	-5
O=C1NC(=O)C(c2ccc(Cl)cc2Cl)N1 (stereo not drawn)	.	22	-1.5	97	-22	16	-1	7	-9	2	25
CN(C)CCCNC(=S)N(CCCO)Cc1cc2cc3c(cc2[nH]c1=O)OCO3	-6	13	-0.4	98	-13	-10	2	-1	-2	7	22
CCCCNC(=O)Cn1c(=O)c2c(ncn2CC)n(Cc2ccccc2)c1=O	4	.	1.5	101	.	7	0	-10	-3	-2	9
Cc1cccc(C)c1NC(=O)c1cn(-c2ccccc2)nc1-c1ccccc1	-3	-10	-2.5	111	10	-11	-3	-6	-11	-3	-8
CCc1ccc(NC(=O)[C@H](Cc2c[nH]c3ccccc23)NC(=O)[C@@H]2Cc3ccccc3CN2)cc1	-9	1	-1.3	110	-1	5	.	0	?	-2	7
COc1ccc(-n2nnnc2SCC(=O)NCCc2ccccc2)cc1OC	184	-6	-2.3	104	6	-4	0	6	-3	-13	1
CCCCCOC(=O)c1ccc(OC(=O)c2cncc(Br)c2)cc1	0	17	-0.1	102	-17	4	0	?	-2	3	2
Cc1sc(NC(=O)CSC2=NCCS2)nc1-c1ccccc1	722*	-41	0.0	91	41	-4	3	-7	-2	-13	4
Cc1ccsc1C(=O)OCC(=O)c1cc(C)n(C)c1C	3	-6	-0.8	106	6	-1	-1	-58	-1	-1	-1
COC(=O)c1c(NC(=O)Cc2cccs2)sc(C)c1C	1	-25	-0.4	99	25	5	-3	5	-10	-1	9
CS(=O)(=O)c1ccc(Cl)c(NC(=O)COC(=O)c2cccc(C#N)c2)c1	-2	17	-3.4	93	-17	-8	-1	-3	-7	-6	9
CC1=C(C(=O)OC2CCCCC2)C(c2cccc([N+](=O)[O-])c2)NC(=O)N1 (stereo not drawn)	-9	-2	0.6	92	2	-9	1	6	-11	-6	-8
COC(C[C@H]1O[C@H]1[C@@H](O)[C@@H](C)OCc1ccccc1)OC	.	16	-1.8	90	-16	-8	.	4	?	-8	-2
O=c1[nH]c2cc([N+](=O)[O-])c(NCCO)c([N+](=O)[O-])c2[nH]1	-2	-56	2.0	100	56	.	3	-4	-7	.	25
C/C(=N\NC(=O)c1nn(C)c(C)c1Br)c1ccc(NC(=O)c2ccc(C)s2)cc1	-11	-70	-0.2	106	70	-7	0	46	-7	2	-4
O=[N+]([O-])c1nn(-c2ccc3c(c2)OCCO3)n(O)c1=Nc1ccccc1	-4	-8	-1.4	93	8	5	5	-85	-8	1	-6
O=C(NC1CCCCC1)N1CCN(c2ccccc2)CC1	2	4	1.6	106	-4	-2	0	.	-2	11	1
O=C(NN=C1CCCC1)c1cccs1	7	5	2.9	102	-5	2	-1	5	-6	-7	0
CC(C)(C)n1nc2c(c1NC(=O)c1ccccc1S(=O)(=O)C(F)F)CS(=O)(=O)C2	-3	8	1.0	97	-8	4	-3	8	0	2	37
Cn1c(SCc2ccc(F)cc2)nnc1-c1ccncc1	-3	12	-3.7	103	-12	0	-1	3	4	4	6
CCO[C@H]1OC(C(=O)N2CCCCCCC2)=C[C@@H](C2CCCCC2)[C@@H]1CCCO	-18	42	-0.3	105	-42	0	.	11	-4	1	-5
Cc1ccc(/C=N/NC(=O)c2nnn(-c3nonc3N)c2CN(C)C)o1	-22	-5	0.5	118	5	-5	-5	-1	6	-1	16
CCN(CC)CC(O)COCCC12CC3CC(CC(C3)C1)C2 (stereo not drawn)	13	-8	-0.1	101	8	-5	2	14	-6	-6	6
Cn1c(SCC(=O)NCCN2C(=O)CSC2=O)nnc1-c1ccccc1	-12	24	-1.7	104	-24	-1	0	-1	-7	-3	25
COc1ccc(CC(=O)Nc2nc3ccc(F)cc3s2)cc1S(=O)(=O)N1CCOCC1	-14	-9	1.8	78	9	-9	-2	9	7	0	15
CC(c1ccccc1)n1c(N2CCN(C)CC2)nc2c1c(=O)[nH]c(=O)n2C (stereo not drawn)	-20	-3	-0.9	140	3	2	4	.	-3	-3	-3
CSc1nc(O)c(Cc2ccccc2)c(=O)[nH]1	152	25	2.7	86	-25	1	-1	-2	-5	-5	-4
CSc1ncccc1C(=O)N1CCN(S(=O)(=O)c2ccc(F)cc2)CC1	-21	-14	0.3	101	14	-1	-2	3	-2	10	30
O=C(CCNC(=O)c1ccc(Br)cc1)NCCCc1ccccc1	1	7	-0.2	112	-7	-4	31	12	-8	8	-10
Cc1ccc(C(=O)OC(C)C(=O)NC2CCCCC2C)s1 (stereo not drawn)	37	20	0.1	101	-20	-2	0	-5	-5	1	22
Cc1nc(SCC(=O)c2cc3ccccc3oc2=O)c(C#N)c(-c2ccccc2)c1C(=O)Nc1ccccc1	-2	-2	-0.4	94	2	6	0	-11	4	-4	0
Cc1ccc(S(=O)(=O)N2CCN(C(=O)c3sccc3-c3ccccc3)CC2)cc1	1	31	0.8	103	-31	-13	-2	0	-9	2	-3
COc1ccc(N(CC(=O)Nc2cccnc2)S(=O)(=O)c2ccc(C)cc2)cc1Cl	374	.	-0.4	114	.	-7	41	.	-13	-7	9
CC1CCc2c(sc3ncnc(NCCN4CCOCC4)c23)C1 (stereo not drawn)	-5	1	0.6	104	-1	3	.	-1	1	-8	1
O=C1c2ccccc2S(=O)(=O)N1Cc1ccccc1[N+](=O)[O-]	7	12	-0.5	99	-12	2	-2	.	-3	-4	17
CN(C)CCCNC(=O)c1ccc(=O)[nH]n1	0	14	0.1	100	-14	1	-2	-20	-6	-16	10
CCN(CC)c1nc2n(c(=S)n1)CCS2	-3	12	1.3	100	-12	-7	-1	4	-1	1	8
Cc1ccccc1C(=O)NC1CC2CCCC(C1)N2C(=O)Nc1ccccc1 (stereo not drawn)	117	15	2.6	.	-15	-5	-5	1	0	-7	-2
Cc1ccc(OCC(=O)Nc2cccc(S(=O)(=O)NC3=NCCCCC3)c2)cc1C	5	19	-0.5	.	-19	4	4	11	-14	-4	-9
COc1ccc(CNC(=O)Cn2nc([N+](=O)[O-])c(Br)c2C)cc1	-9	-4	-0.3	112	4	3	0	-7	5	7	-7
CCOc1ccc(N(C)S(=O)(=O)c2ccc3[nH]cc(C(=O)NCCCOC)c(=O)c3c2)cc1	10	5	1.4	99	-5	-13	0	-18	-19	-9	6
COc1ccc(-c2csc3ncnc(NCCN4CCOCC4)c23)cc1	14	6	0.3	.	-6	-1	2	0	-4	-4	-3
O=C(C(Sc1ccccc1)c1ccccc1)N1CCN(c2ccccc2F)CC1 (stereo not drawn)	-27	-13	-1.8	102	13	-7	-5	2	-8	-12	19

Results in PKA-R2B act and Pemphigus Ab inh, for three of the compounds above:
Compound,PKA-R2B act,Pemphigus Ab inh
O=C(O)c1cccc(NC(=S)N/N=C/c2ccccn2)c1,-9,95
CN(C)CCCNC(=S)N(CCCO)Cc1cc2cc3c(cc2[nH]c1=O)OCO3,7,98
CSc1nc(O)c(Cc2ccccc2)c(=O)[nH]1,-5,86

Further compounds:
SMILES	SUMO Mot1 rescue	SR-BI uptake up	CDK5 inh	Pemphigus Ab inh	SR-BI HDL uptake	PKA-R1A activ	NSD2 HMT inh	MITF act	dFosB activator	PKA-R2B act	Arrestin-AP2 inh
CCOC(=O)c1ccccc1NC1c2ccccc2C(=O)N1c1ccc(C)cn1 (stereo not drawn)	-9	-14	0.7	102	14	11	.	44	4	0	-3
CCCC1=NN(C(=O)CCc2ccccc2O)C(O)(C(F)(F)F)C1 (stereo not drawn)	5	12	-0.6	99	-12	-12	0	-2	3	2	.
CC(=O)OC1c2ccccc2C(=O)N1c1ccccc1C (stereo not drawn)	-10	1	-1.2	109	-1	1	.	5	-5	-1	4
Cc1nc2ccc(S(=O)(=O)N(C)CC(=O)NCc3ccc4c(c3)OCO4)cc2s1	-24	-7	0.4	110	7	-13	-2	-3	-6	3	26
CN(c1ccccc1)S(=O)(=O)c1ccc(NC(=O)CC(=O)c2ccccc2)cc1	.	10	-0.2	.	-10	1	-2	-7	-6	-2	2
COCCNC(=O)CCc1nnc(Cc2ccc(-c3ccccc3)cc2)o1	0	.	-0.6	102	.	-9	1	-1	-6	-19	-3
O=C(Nc1nc2ccc(Br)cc2s1)c1ccco1	-2	-93	-1.5	108	93*	-6	-5	44	-3	-2	17
O=S(=O)(c1ccc(-c2cc(C(F)(F)F)on2)s1)N1CCCC1	6	-12	0.8	116	12	-5	-3	1	-1	-4	4
NC1=NC(=O)C(CC(=O)c2ccc(Cl)cc2)S1 (stereo not drawn)	.	25	0.9	125	-25	3	1	-6	0	-6	11
Cc1ccc(C)c(OC(=O)c2cccnc2)c1	8	14	0.3	110	-14	-1	.	.	3	0	31
CCCCn1c(-c2ccccc2)nnc1-c1ccccc1	-2	-6	-0.7	96	6	17	-2	-4	-7	6	2
C/C(N)=C(/C#N)C(=O)COC(=O)CCC1CCCC1	5	24	0.5	99	-24	-7	-2	-3	4	-2	-4

Source: PubChem (several laboratories)
